High-throughput results deposited in PubChem by several laboratories.
Neddylation inh: inhibitors of cullin neddylation, primary screen, biochemical, TR-FRET, uHTS, NAE and Ubc12 | NEDD8-conjugating enzyme Ubc12 (Homo sapiens) + NEDD8-activating enzyme E1 regulatory … | calls only at 25 µM | hit rate 0.58% among 360,000; in the data active means inhibition above about 36%
Rin1-Abl PPI inh: inhibitors of Rin1-Abl protein binding, primary screen, biochemical, TR-FRET. inhibition, % at 7.35 µM. hit rate 0.4% among 360,000; in the data active means inhibition above about 5%, passing the limit was not always enough
MT1-MMP act inh: blockers of MT1-MMP proenzyme processing, primary screen, HT1080 RFP-PRO-GFP cells, GFP/RFP fluorescence | Matrix metalloproteinase-14 (Homo sapiens), P50281 | GFP/RFP ratio fluorescence, overnight; percent of plate control window, DMSO zero | hit rate 0.061% among 360,000 | AID 651647, 2012 | GFP/RFP ratio change, % at 20 µM;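 active means GFP/RFP ratio change of at least 30% with cell ATP level not reduced by more than half and red fluorescence within 50% of control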; further: strong numbers were not always called active
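Assay system: HT1080 RFP-PRO-GFP cells. Benchmarks: DMSO vehicle wells and RFP-L50D-GFP reporter cell wells. Times: overnight cell settling, then overnight compound exposure, 37 °C, 5% CO2. Compound: 20 µM single dose, 1% DMSO. Read-out basis: GFP/RFP fluorescence ratio.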
bovine MsrA act: bovine MsrA enzyme activators, primary screen, biochemical, absorbance, HTS; hit rate 0.3% among 360,000; Methionine sulfoxide reductase A (Bos taurus); purified bovine MsrA, absorbance read-out; activation, % at 10.6 µM; in the data active means activation above about 7.5%;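 further: 0% = vehicle and 100% = reference activator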
CendR NRP1 mod: modulators of CendR peptide binding to NRP-1, primary screen, biochemical, fluorescence polarization, uHTS | FAM-RPARPAR peptide binding to NRP-1 | AID 602438, 2012 | inhibition, % at 25 µM | hit rate 0.85% among 360,000 | Neuropilin-1 (Homo sapiens), O14786;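 active means inhibition or corrected inhibition above about 18%, plus a signal ratio from 0.5 to 1.5, limit read from the data, passing the limit was not always enough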; further: strong numbers were not always called active
E coli Lon inh: inhibitors of E. coli Lon protease, primary screen, biochemical, fluorescence polarization; purified E. coli Lon protease; hit rate 0.42% among 360,000; inhibition, % at 7.94 µM; in the data active means inhibition above about 13%, passing the limit was not always enough;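 further: 0% = enzyme with probe and DMSO and 100% = no enzyme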
FAS-TE inh: FAS thioesterase domain inhibitors, primary screen, biochemical, fluorescence intensity, uHTS | recombinant FAS-TE, OMFH fluorogenic substrate, fluorescence endpoint | inhibition, % at 15 µM | hit rate 0.67% among 360,000 | Fatty acid synthase (Homo sapiens), P49327;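 active means compounds whose normalised, plate-corrected inhibition of enzyme fluorescence in the single-dose primary screen is 50% or more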;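 further: 0% = DMSO with enzyme and 100% = substrate without enzyme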
Target sequence (P49327 whole entry, looked up, the tested form may be a part): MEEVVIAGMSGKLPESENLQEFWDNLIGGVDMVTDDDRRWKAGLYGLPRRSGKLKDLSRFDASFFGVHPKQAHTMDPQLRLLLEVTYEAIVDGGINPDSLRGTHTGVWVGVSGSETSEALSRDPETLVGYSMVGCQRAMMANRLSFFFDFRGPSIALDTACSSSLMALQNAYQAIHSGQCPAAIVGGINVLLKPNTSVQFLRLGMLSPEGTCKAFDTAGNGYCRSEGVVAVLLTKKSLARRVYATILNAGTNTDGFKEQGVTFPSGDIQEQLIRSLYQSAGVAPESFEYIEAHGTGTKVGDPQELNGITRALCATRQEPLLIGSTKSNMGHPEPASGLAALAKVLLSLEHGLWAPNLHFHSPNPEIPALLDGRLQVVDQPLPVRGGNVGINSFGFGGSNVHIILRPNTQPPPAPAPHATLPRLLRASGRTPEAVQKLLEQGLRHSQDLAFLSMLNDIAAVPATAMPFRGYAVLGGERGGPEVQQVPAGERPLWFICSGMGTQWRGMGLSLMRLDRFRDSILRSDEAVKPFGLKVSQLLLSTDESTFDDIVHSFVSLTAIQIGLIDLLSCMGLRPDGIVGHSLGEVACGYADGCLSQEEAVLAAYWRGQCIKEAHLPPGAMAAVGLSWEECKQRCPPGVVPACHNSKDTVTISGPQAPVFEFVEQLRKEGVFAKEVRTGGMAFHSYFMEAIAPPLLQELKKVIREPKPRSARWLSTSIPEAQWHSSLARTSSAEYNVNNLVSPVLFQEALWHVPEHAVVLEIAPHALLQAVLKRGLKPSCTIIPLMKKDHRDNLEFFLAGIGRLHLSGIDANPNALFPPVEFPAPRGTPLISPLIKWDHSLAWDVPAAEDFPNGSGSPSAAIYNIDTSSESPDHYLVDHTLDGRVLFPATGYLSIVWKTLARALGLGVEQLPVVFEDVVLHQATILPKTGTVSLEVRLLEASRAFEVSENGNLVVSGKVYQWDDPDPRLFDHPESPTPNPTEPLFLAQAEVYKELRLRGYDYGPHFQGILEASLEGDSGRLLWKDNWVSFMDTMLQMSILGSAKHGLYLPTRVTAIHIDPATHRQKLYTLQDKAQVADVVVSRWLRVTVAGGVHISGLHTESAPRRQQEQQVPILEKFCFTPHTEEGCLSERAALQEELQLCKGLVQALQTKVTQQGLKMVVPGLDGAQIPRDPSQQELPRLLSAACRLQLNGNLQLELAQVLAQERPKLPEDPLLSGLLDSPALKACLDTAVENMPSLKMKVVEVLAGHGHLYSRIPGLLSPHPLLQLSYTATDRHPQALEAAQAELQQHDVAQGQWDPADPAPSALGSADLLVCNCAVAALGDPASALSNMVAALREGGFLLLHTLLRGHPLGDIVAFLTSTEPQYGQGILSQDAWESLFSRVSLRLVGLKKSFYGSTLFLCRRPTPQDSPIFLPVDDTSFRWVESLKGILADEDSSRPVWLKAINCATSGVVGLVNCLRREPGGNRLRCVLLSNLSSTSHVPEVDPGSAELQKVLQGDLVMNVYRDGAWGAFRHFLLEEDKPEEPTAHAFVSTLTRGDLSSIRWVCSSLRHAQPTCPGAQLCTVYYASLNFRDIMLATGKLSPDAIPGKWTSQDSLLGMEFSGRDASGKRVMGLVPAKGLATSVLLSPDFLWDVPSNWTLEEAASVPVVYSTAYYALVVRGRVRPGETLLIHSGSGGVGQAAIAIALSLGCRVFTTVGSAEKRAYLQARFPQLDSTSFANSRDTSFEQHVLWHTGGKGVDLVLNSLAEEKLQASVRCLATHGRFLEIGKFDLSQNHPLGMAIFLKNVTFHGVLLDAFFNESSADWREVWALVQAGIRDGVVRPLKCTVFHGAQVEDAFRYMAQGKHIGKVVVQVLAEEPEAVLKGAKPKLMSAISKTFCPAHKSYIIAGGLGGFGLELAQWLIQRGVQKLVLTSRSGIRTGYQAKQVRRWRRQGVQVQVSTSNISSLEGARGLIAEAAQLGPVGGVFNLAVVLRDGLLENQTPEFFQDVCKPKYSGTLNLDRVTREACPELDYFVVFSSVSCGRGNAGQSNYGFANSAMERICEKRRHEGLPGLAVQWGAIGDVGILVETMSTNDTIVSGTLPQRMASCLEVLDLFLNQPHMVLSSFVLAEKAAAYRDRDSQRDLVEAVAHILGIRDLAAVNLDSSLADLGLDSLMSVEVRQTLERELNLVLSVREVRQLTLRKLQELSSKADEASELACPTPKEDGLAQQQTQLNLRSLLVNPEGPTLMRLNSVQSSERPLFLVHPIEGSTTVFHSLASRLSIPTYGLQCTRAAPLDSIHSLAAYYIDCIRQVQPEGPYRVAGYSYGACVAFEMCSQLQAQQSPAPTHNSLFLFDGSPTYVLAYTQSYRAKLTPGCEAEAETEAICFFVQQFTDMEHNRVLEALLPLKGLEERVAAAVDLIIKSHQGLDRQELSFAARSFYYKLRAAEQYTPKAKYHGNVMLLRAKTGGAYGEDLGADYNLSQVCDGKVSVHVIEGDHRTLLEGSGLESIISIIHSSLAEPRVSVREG
MsrA inhibitor: bovine MsrA enzyme inhibitors, primary screen, biochemical, absorbance, HTS; Methionine sulfoxide reductase A (Bos taurus); purified bovine MsrA, absorbance read-out; inhibition, % at 15.5 µM; hit rate 0.75% among 360,000; in the data active means inhibition above about 4.5%;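 further: 0% = vehicle wells with enzyme and 100% = reference inhibitor wells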
SKN-1 inh: suppressors of acrylamide-induced Pgst-4::GFP reporter in worms, primary screen, SKN-1 inhibitor project, whole organism, uHTS, GFP/RFP fluorescence ratio, strain VP596; hit rate 0.49% among 360,000; C. elegans VP596 Pgst-4::GFP/RFP ratio, 24 h; inhibition, % at 21.8 µM;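 active means interference check ratio from 0.5 to 1.5 plus GFP to RFP signal ratio inhibition reaching or exceeding a fixed threshold, cut at about 30% in these data, passing the limit was not always enough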; further: some compounds called inactive have numbers as strong as hits
* hit, by the source's call; i = inactive; . = no result given.

item	SMILES	Neddylation inh	Rin1-Abl PPI inh	MT1-MMP act inh	bovine MsrA act	CendR NRP1 mod	E coli Lon inh	FAS-TE inh	MsrA inhibitor	SKN-1 inh
1	Cc1cc(C)cc(C(=O)Oc2cc(C)[nH]c(=O)c2[N+](=O)[O-])c1	i	2.6	-1.3	-2.6	-5.8	2.3	-9.2	0.9	17.4
2	COc1ccc(N2CCN(C(=O)COC(=O)CCc3ccccc3)CC2)cc1	i	-0.6	-0.1	-2.0	10.1	-1.4	-7.0	1.2	12.8
3	CCC(=O)N1N=C(c2cccs2)CC1c1ccco1 (configuration not stated)	i	1.4	-3.3	-12.4	40.4*	2.0	-6.3	0.3	-0.8
4	O=C(CCNC(=O)c1ccc(Br)cc1)NNC(=O)C1COc2ccccc2O1 (configuration not stated)	i	0.1	0.2	-6.3	-8.2	-6.4	-0.4	-0.3	10.0
5	Cn1cc([C@]2(O)C(=O)Nc3ccc(F)cc32)c2ccccc21	i	.	3.2	.	0.5	.	.	0.2	6.1
6	CC(=O)Nc1cc(-c2ccc(N3CCN(C)CC3)cc2)cn2c(-c3cccc(C(C)=O)c3)cnc12	i	-4.7	-10.0	-1.1	-20.6	-43.0	-3.4	1.8	6.2
7	Cc1ccc(C(=O)NCC(=O)Nc2ccccc2C(F)(F)F)cc1	i	-2.9	4.8	-3.4	1.0	-1.1	-7.9	2.0	-3.6
8	COc1ccc(-c2nc3ccc(C)cc3c(=O)o2)cc1OC	i	-0.1	-0.8	-1.0	-1.4	-6.7	13.7	-0.9	-15.0
9	Cc1sc2ncnc(NCCN3CCOCC3)c2c1C	i	5.0	-0.6	-1.7	0.9	-2.4	-1.8	-0.4	5.6
10	CC1(C)C2CCC1(C)C(OC(=O)C[n+]1ccccc1)C2 (configuration not stated)	i	-4.2	-6.0	-2.6	3.9	-3.0	-2.6	-0.1	12.3
11	O=C1Nc2ccccc2C1=Nc1cccc(Cl)c1	i	-0.6	1.4	0.5	-9.4	10.8	-5.0	-1.2	15.2
12	COCCNC(=O)c1ccc(NS(=O)(=O)c2ccc3[nH]c(=O)[nH]c3c2)cc1	i	-1.5	-2.1	-3.6	16.9	-6.0	-4.3	0.3	-4.0
13	CCN(CC(=O)Nc1ccccc1OC)C(=O)c1ccccc1Sc1ccccc1C#N	i	-1.0	-4.3	0.6	-8.6	-7.7	4.8	0.2	0.5
14	O=C1NN(c2ccccc2)C(=O)/C1=C/c1coc2ccccc2c1=O	i	0.1	1.4	-0.8	-39.7	3.5	-11.2	0.9	2.4
15	O=C(NCC(c1ccco1)N1CCc2ccccc2C1)c1ccc(Cl)c([N+](=O)[O-])c1 (configuration not stated)	i	0.1	-3.3	-4.1	16.0	-1.2	45.1	-0.3	-10.8
16	Cn1ccnc1C(O)c1ccc(OCc2ccccc2)cc1 (configuration not stated)	i	-2.0	-2.5	-3.8	4.8	5.3	-6.1	-0.2	10.0
17	CCCOC(=O)CCCC[C@H]1SC[C@@H](NC(=O)OC)[C@H]1NC(=O)OC	i	5.3	.	-12.9	10.9	1.2	-6.7	1.3	3.8
18	CCOC(=O)c1cnc(SC)nc1Sc1ccc(Cl)cc1Cl	i	0.0	5.5	-13.9	4.4	-5.8	21.3	-1.1	-39.8
19	O=C(COC(=O)c1cnc(Cl)c(Cl)c1)NC1CCCC1	i	-0.2	7.6	-9.3	0.3	7.9	16.8	0.6	-5.0
20	O=C(O)[C@H]1CCCC[C@H]1C(=O)Nc1ccc(S(=O)(=O)N2CCCCC2)cc1	i	3.3	2.1	1.6	3.5	7.2	-2.5	3.5	8.0
21	COc1cc(/C=N\n2cnnc2)ccc1OCC(=O)Nc1ccc(C)cc1	i	-3.5	2.1	-2.9	-5.1	-6.2	-2.4	1.5	-2.2
22	O=C(C1CC1)N1CCc2sccc2C1c1ccc(Cl)cc1 (configuration not stated)	i	2.5	0.8	-4.6	2.3	1.7	17.3	-0.5	1.2
23	COc1ccc(C2(c3ccc(OC)cc3)NC(=O)N(CC(=O)N(C)C3CCC(C)CC3)C2=O)cc1 (configuration not stated)	i	0.3	-2.2	-1.3	2.4	-11.3	23.4	-0.5	-3.9
24	O=C(Nc1nnc(CCc2ccccc2)s1)c1ccccc1F	i	-0.5	0.4	-2.7	14.4	-1.0	-2.7	1.1	28.3
25	COc1cc(/C=N/NC(=O)c2ccc3nc[nH]c3c2)cc(OC)c1OC(C)=O	i	-3.7	2.5	-2.5	-1.1	-2.3	-9.1	1.1	19.4
26	Cc1c(Cl)cccc1NC(=S)NNc1ncc(C(F)(F)F)cc1Cl	i	-1.2	5.2	-10.5	-1.1	2.8	12.5	0.0	7.4
27	O=C(Nc1ccccn1)c1cc2ccccc2cc1O	i	-2.3	-2.7	-1.8	8.6	-3.1	-3.5	.	16.0
28	O=C(CCC(=O)OC(C(=O)c1ccccc1)c1ccccc1)Nc1ccccc1 (configuration not stated)	i	-0.5	0.9	-1.5	-5.0	3.8	-3.3	0.2	6.8
29	O=C(c1ccnc(Cl)c1)N1CCCC(N2CCN(c3ccccc3F)CC2)C1 (configuration not stated)	i	1.4	5.6	-7.1	-2.7	-8.7	-2.6	-0.3	-10.9
30	O=C(c1cc(-c2ccc(O)cc2)on1)N1CCN(c2ccccc2)CC1	i	-2.1	4.4	-2.1	-1.2	-0.4	3.7	0.4	2.1
31	Cc1ccc(S(=O)(=O)c2cc3ccccc3oc2=Nc2ccc3c(c2)OCO3)cc1	i	1.3	-12.8	-1.2	-11.1	-2.3	31.0	1.3	0.7
32	CCOc1ccc(NS(=O)(=O)c2ccc(C(=O)NCC(c3ccco3)N(C)C)cc2)cc1 (configuration not stated)	i	3.4	-3.5	2.4	-11.6	-1.8	-2.5	0.9	5.0
33	Cc1ccc(F)c(CNC(=O)C2CCC(=O)N(Cc3ccccn3)C2)c1F (configuration not stated)	i	2.6	2.6	-3.2	-5.8	-6.3	-4.4	0.0	5.0
34	COc1cccc(CSc2nnc(-c3ccncc3)n2C)c1	i	3.9	0.7	-1.8	0.0	-1.7	-3.8	1.1	-0.1
35	Cc1cc(=O)oc2c(CN3CCN(C)CC3)c(O)c(Cl)cc12	.	2.6	-2.2	-12.4	3.1	3.0	-7.2	2.1	7.0
36	CCN(CC)CCSc1nnc2c3cc(F)ccc3n(Cc3ccccc3)c2n1	i	-5.3	-3.6	0.2	3.1	6.8	4.2	0.1	11.3
37	CC(NCCc1ccc(S(N)(=O)=O)cc1)C(=O)NCCc1ccc(F)cc1 (configuration not stated)	i	-0.1	3.7	-1.4	3.8	-2.7	-2.9	-0.4	-0.2
38	CCOC(=O)C1=C(c2ccccc2)Nc2ncnn2C1c1cc(OC)ccc1OC (configuration not stated)	i	-0.2	5.6	-1.7	6.1	-4.8	-5.0	-0.9	27.2
39	O=C(CN1CCOCC1)Nc1ccc2c(c1)OC(F)(F)O2	i	2.0	2.4	-2.5	11.1	0.3	-6.3	-0.6	5.5
40	Clc1cccc(Cc2c(C3CCCCC3)nc3ccc(Br)cn23)c1	i	2.4	-0.9	-6.1	-21.5	-3.4	9.2	0.3	-0.9
41	CCCn1c(Cc2ccccc2)nnc1SCC(=O)N1CCOCC1	i	-1.4	0.4	1.2	9.5	-10.5	-4.2	0.3	1.2
42	OC1CCCN(c2c3c(nc4cc(-c5cccc(Cl)c5)nn24)CCC3)C1 (configuration not stated)	.	3.6	-3.7	-9.2	10.4	-2.7	15.4	2.2	17.4
43	COc1cccc(N2CCN(C(=O)c3cc(-c4ccccc4)nc4c3cnn4C(C)C)CC2)c1	i	-2.1	-1.7	-11.5	2.9	0.5	32.7	0.9	-14.0
44	CC1(C(=O)Nc2cnc3ccccc3c2)CCN1Cc1ccc2ccccc2c1 (configuration not stated)	i	-5.5	0.4	0.6	-5.8	-7.0	26.8	-1.0	2.6
45	CCn1cc(/C=N\NC(=O)c2ccc(F)cc2)cn1	i	0.3	0.7	-4.1	-7.3	-4.6	-4.5	-0.4	-4.3
46	CCOC(=O)N1CCN(C(=O)Cn2nc(C)n3nc(-c4ccccc4)cc3c2=O)CC1	i	2.7	-1.8	-7.0	-4.8	-9.0	-4.9	0.9	-2.8
47	Cc1ccc(-n2nc3c(N4CCC(C(=O)NCc5ccc(C)o5)CC4)nnc(C)c3c2C)cc1	i	-4.7	9.6	-1.8	-47.8	-10.1	-3.1	0.5	25.1
48	Cc1ccc(NC(=O)[C@H](C)NC(=O)C2CCN(C(=O)[C@@H](NC(=O)OC(C)(C)C)C(C)C)CC2)cc1	i	0.0	7.6	-0.9	10.3	-1.9	-12.5	-1.2	-19.9
49	CC(=O)Nc1ccc(-n2c(C)ccc2-c2ccccc2)cc1	i	-3.0	0.4	-7.8	1.3	3.4	5.5	0.7	-5.9
50	Cc1ccc(NC(=O)OCc2cncs2)cc1	i	1.7	0.0	-1.6	-8.2	2.0	-0.6	1.2	14.4
51	CC(NC(=O)CCSc1nc(-c2ccco2)cc(C(F)(F)F)n1)c1ccccc1 (configuration not stated)	i	-0.7	-12.4	-0.6	-17.4	-6.7	17.6	0.9	11.0

Some entries already given, limited to MT1-MMP act inh, MsrA inhibitor and CendR NRP1 mod:
# | smiles | MT1-MMP act inh | MsrA inhibitor | CendR NRP1 mod
45 | CCn1cc(/C=N\NC(=O)c2ccc(F)cc2)cn1 | 0.7 | -0.4 | -7.3
46 | CCOC(=O)N1CCN(C(=O)Cn2nc(C)n3nc(-c4ccccc4)cc3c2=O)CC1 | -1.8 | 0.9 | -4.8
47 | Cc1ccc(-n2nc3c(N4CCC(C(=O)NCc5ccc(C)o5)CC4)nnc(C)c3c2C)cc1 | 9.6 | 0.5 | -47.8
48 | Cc1ccc(NC(=O)[C@H](C)NC(=O)C2CCN(C(=O)[C@@H](NC(=O)OC(C)(C)C)C(C)C)CC2)cc1 | 7.6 | -1.2 | 10.3

Compound profiles, as listed above. Values in the order: Neddylation inh | Rin1-Abl PPI inh | MT1-MMP act inh | bovine MsrA act | CendR NRP1 mod | E coli Lon inh | FAS-TE inh | MsrA inhibitor | SKN-1 inh
Results for CCN(CC)CCSc1nnc2c3cc(F)ccc3n(Cc3ccccc3)c2n1 : i | -5.3 | -3.6 | 0.2 | 3.1 | 6.8 | 4.2 | 0.1 | 11.3
Results for CCCOC(=O)CCCC[C@H]1SC[C@@H](NC(=O)OC)[C@H]1NC(=O)OC : i | 5.3 | . | -12.9 | 10.9 | 1.2 | -6.7 | 1.3 | 3.8
